D2 agonist = agonists of human D2 dopamine receptor; P14416; actives 0.53% (n = 340,000); activation, % at 2 µM; HEK293 T-REx D2 cells, calcium flux agonist mode;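 active = activation over 3 SD above normal in the single-dose calcium agonist read, cut at about 30% in these data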; note: 0% is about no effect
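Tetracycline-induced HEK293 T-REx cells with force-coupled D2 receptor, plated overnight at 30 C, loaded with no-wash calcium dye. After a 10 s baseline, compound was pin-added and calcium flux read kinetically for 180 s; calcium rises flagged agonists.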
D1 antagonist = antagonists of human D1 dopamine receptor; activity change, negative = inhibition, % at 10 µM; actives 3.2% (n = 360,000); P21728; HEK293 TREx D1 cells, calcium flux, dopamine EC80; hits give low values; in the data active = activity change below about -30%; note: % is set by controls: 0 for no effect and ±100 for the full control effect
Target sequence (P21728 whole entry, looked up): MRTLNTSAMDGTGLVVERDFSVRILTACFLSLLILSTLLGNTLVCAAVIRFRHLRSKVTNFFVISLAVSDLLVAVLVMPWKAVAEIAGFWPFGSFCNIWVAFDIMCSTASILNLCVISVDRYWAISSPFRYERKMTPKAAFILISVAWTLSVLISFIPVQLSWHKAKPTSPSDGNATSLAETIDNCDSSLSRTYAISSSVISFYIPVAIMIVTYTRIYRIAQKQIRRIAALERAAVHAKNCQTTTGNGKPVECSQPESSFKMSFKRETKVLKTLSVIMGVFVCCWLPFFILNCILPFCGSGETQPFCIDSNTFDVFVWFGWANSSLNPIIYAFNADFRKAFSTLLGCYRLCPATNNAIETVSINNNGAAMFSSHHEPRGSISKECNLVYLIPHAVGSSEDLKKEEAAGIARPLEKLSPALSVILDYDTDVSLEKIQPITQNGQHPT
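Tetracycline-induced HEK293 T-REx cells with force-coupled D1 receptor were loaded with a no-wash calcium dye. Compound was added after a 10 s baseline and read kinetically for 180 s; EC80 dopamine was then added and calcium flux followed another 180 s.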
TRHR agonist = activates the human TRH receptor; P34981; TRHR cells, calcium flux fluo-8, FDSS agonist mode; activation, % at 2 µM; actives 0.18% (n = 360,000); AID 493084; note: 0% is about no effect
Target sequence (P34981 whole entry, looked up): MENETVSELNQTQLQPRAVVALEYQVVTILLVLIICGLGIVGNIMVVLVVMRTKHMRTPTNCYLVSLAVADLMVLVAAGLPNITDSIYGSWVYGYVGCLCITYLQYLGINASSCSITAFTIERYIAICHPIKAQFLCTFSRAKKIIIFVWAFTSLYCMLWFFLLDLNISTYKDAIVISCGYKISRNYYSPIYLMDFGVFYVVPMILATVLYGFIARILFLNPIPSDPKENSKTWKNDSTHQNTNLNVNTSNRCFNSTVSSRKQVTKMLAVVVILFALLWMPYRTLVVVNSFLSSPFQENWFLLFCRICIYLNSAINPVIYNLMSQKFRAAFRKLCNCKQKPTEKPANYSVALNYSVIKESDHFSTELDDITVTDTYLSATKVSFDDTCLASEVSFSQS
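TRHR-expressing cells, plated overnight in medium with 10% serum, were loaded with fluo-8 calcium dye at room temperature. After a 10 s baseline, library compound was pin-added and calcium release was recorded kinetically (ex 480/em 530) as agonist response.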
RXFP1 antagonist = antagonists of human relaxin receptor RXFP1. HEK293-RXFP1, relaxin-stimulated cAMP HTRF, 30 min; hits give low values. activity change, negative = inhibition, % at 57.5 µM. actives 0.59% (n = 350,000);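 active = activity change of -60% or lower, but not beyond a set lower limit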; note: % is set by controls: 0 for no effect and ±100 for the full control effect
D1 PAM = human D1 dopamine receptor positive modulation; P21728; HEK293 TREx D1 cells, calcium flux, dopamine EC20 potentiation; potentiation, % at 10 µM; actives 0.036% (n = 360,000); in the data active = potentiation above about 30%; note: 0% is about no effect
D1 ag = activates the human D1 dopamine receptor | P21728 | HEK293 T-REx D1 cells, calcium flux, agonist mode | activation, % at 2 µM | actives 1% (n = 360,000) | AID 504660; note: 0% is about no effect
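Agonism was scored from calcium flux recorded over 180 s (1 read/s) after pintool compound addition, following a 10-cycle baseline. Cells were inducible force-coupled HEK293 TREx D1, plated overnight at 30 C and loaded with no-wash calcium dye.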
D2 antagonist = D2 dopamine receptor (human) antagonism. AID 485344. HEK293 TREx D2 cells, calcium flux, dopamine EC80. P14416. actives 2% (n = 340,000). inhibition, % at 10 µM; in the data active = inhibition above about 30%; note: 0% is about no effect
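In this primary screen, negative modulation is detected by tracking calcium flux after an EC80 dopamine challenge in inducible HEK293 T-REx D2 cells preexposed to test compound for 180 s.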
TRHR enhancer = allosteric enhancers of human TRH receptor | P34981 | TRHR cells, fluo-8 calcium fluorescence, EC20 TRH enhancement | enhancement, % at 2 µM | actives 0.66% (n = 360,000) | AID 493056; in the data active = enhancement above about 30%; note: 0% is about no effect
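TRHR-expressing cells loaded with fluo-8 calcium dye were read kinetically (ex 480/em 530) during compound addition, then stimulated with an EC20 of TRH (10 nM final). Enhancement of the Gq-mediated intracellular calcium response was scored.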
D2 PAM = positively modulates the human D2 dopamine receptor allosterically | P14416 | actives 0.34% (n = 340,000) | HEK293 T-REx D2, calcium flux, EC20 dopamine potentiation | potentiation, % at 10 µM | AID 485347;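 active = potentiation over 3 SD above the plate norm, cut at about 30% in these data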; note: 0% is about no effect
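Calcium flux readout, no-wash dye, 1 read/s. Inducible HEK293 Trex D2 line, overnight 30 C. Compound alone 180 s (agonist flags), then EC20 dopamine, another 180 s to score potentiation.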
Numbers without * were called inactive. Cut-off read from the data, not from the text of the source, unless noted: active = activation above about 30%; inactive = the rest.

What do the screens show for `CCCCOc1ccc(N(CC(=O)NCCOC)C(=O)CCC(=O)Nc2ccccn2)cc1`?
D2 agonist: 0.8; D1 antagonist: -20; TRHR agonist: -0.2; RXFP1 antagonist: -3; D1 PAM: -3; D1 ag: 6; D2 antagonist: -21; TRHR enhancer: 2; D2 PAM: 0

Results for CCOc1cc(C(N)=O)cc(Br)c1OCc1ccccc1 ?
D2 agonist: -2.0; D1 antagonist: 6; TRHR agonist: -0.2; RXFP1 antagonist: -6; D1 PAM: 5; D1 ag: 2; D2 antagonist: 6; TRHR enhancer: 0; D2 PAM: 0

What do the screens show for `COCCn1c(SCC(=O)NCc2ccc(F)cc2)nc2ccccc21`?
D2 agonist: -0.4; D1 antagonist: 9; TRHR agonist: -0.3; RXFP1 antagonist: 1; D1 PAM: -1; D1 ag: 0; D2 antagonist: -9; TRHR enhancer: 0; D2 PAM: -8

How did CCN(CC)C(=O)CSc1nnc(COc2ccccc2)n1N do in these assays?
D2 agonist: 0.9; D1 antagonist: 8; TRHR agonist: 0.8; RXFP1 antagonist: 5; D1 PAM: -1; D1 ag: 0; D2 antagonist: 13; TRHR enhancer: 0; D2 PAM: -6

What do the screens show for `COc1ccc(-c2nc3ccccc3c(=O)n2NC(=O)c2cccnc2Cl)cc1OC`?
D2 agonist: 0.8; D1 antagonist: 7; TRHR agonist: -0.2; RXFP1 antagonist: -4; D1 PAM: 1; D1 ag: 3; D2 antagonist: -11; TRHR enhancer: 1; D2 PAM: -8

What do the screens show for `O=C1N(c2ccccc2)C[C@@H]2C[C@@H](c3cccc4c3OCO4)N3CCC[C@@]123`?
D1 antagonist: -4; TRHR agonist: -0.2; RXFP1 antagonist: -2; D1 PAM: -5; D1 ag: 3; TRHR enhancer: 0; D2 PAM: -8

What do the screens show for `Cc1ccc(-c2nc(-c3cc4c([nH]c3=O)CC(C)(C)CC4=O)sc2C)cc1`?
D2 agonist: 0.9; D1 antagonist: 8; TRHR agonist: 1.2; RXFP1 antagonist: -7; D1 PAM: 2; D1 ag: 1; TRHR enhancer: -2; D2 PAM: 1

How did Cc1cccn2c(=O)c(C(=O)NCCCN3CC(C)CC(C)C3)c(O)nc12 (stereo unspecified) do in these assays?
D2 agonist: 0.2; D1 antagonist: 16; TRHR agonist: -0.1; RXFP1 antagonist: -21; D1 PAM: -2; D1 ag: 1; D2 antagonist: 1; TRHR enhancer: 0; D2 PAM: -3

How did COc1ccccc1Nc1nnc(SCC(=O)N2CCCC2=O)s1 do in these assays?
D2 agonist: -0.2; D1 antagonist: -2; TRHR agonist: -0.8; RXFP1 antagonist: -22; D1 PAM: -4; D1 ag: 1; D2 antagonist: 10; TRHR enhancer: 3; D2 PAM: 19

Results for O=C(Nc1ccccc1Cl)NC1(C(=O)NCCCN2CCOCC2)CCCCC1 ?
D2 agonist: -0.9; D1 antagonist: -21; TRHR agonist: -0.4; RXFP1 antagonist: 1; D1 PAM: -4; D1 ag: 3; D2 antagonist: 2; TRHR enhancer: -3; D2 PAM: 6

Results for Cn1cc(-c2cc3n(n2)CCC(=O)N3CC(=O)NCc2ccccc2)c2ccccc21 ?
D2 agonist: 0.3; D1 antagonist: -8; TRHR agonist: 0.2; RXFP1 antagonist: -6; D1 PAM: -2; D1 ag: -1; TRHR enhancer: -1; D2 PAM: 3

How did Cc1ccc(S(=O)(=O)C2(C(=O)NC3CCCCC3)CC2)cc1 do in these assays?
D2 agonist: 0.2; D1 antagonist: 2; TRHR agonist: -1.8; RXFP1 antagonist: 4; D1 PAM: -4; D1 ag: 4; D2 antagonist: -12; TRHR enhancer: -5; D2 PAM: 16

What do the screens show for `COc1cc(C(=O)Nc2cccc(S(=O)(=O)N3CCCC3)c2)cc(OC)c1C`?
D2 agonist: -1.3; D1 antagonist: -4; TRHR agonist: 0.0; RXFP1 antagonist: 5; D1 PAM: -14; D1 ag: 1; D2 antagonist: -5; TRHR enhancer: 2; D2 PAM: 4

Results for Cc1cc(C)n2nc(CC#N)c(C#N)c2n1 ?
D2 agonist: -1.2; D1 antagonist: 9; TRHR agonist: 0.7; RXFP1 antagonist: -11; D1 PAM: 3; D1 ag: 4; D2 antagonist: -2; TRHR enhancer: -3; D2 PAM: 8

What do the screens show for `O=C(CSCc1ccc(Cl)cc1Cl)Nc1nccs1`?
D2 agonist: -0.8; D1 antagonist: 1; TRHR agonist: -0.2; RXFP1 antagonist: -5; D1 PAM: -3; D1 ag: 2; D2 antagonist: -7; TRHR enhancer: 4; D2 PAM: -2

4 records drawn at random from those above:
What do the screens show for `COc1ccc(-c2nc3ccccc3c(=O)n2NC(=O)c2cccnc2Cl)cc1OC`?
D2 agonist: 0.8; D1 antagonist: 7; TRHR agonist: -0.2; RXFP1 antagonist: -4; D1 PAM: 1; D1 ag: 3; D2 antagonist: -11; TRHR enhancer: 1; D2 PAM: -8

Results for O=C(Nc1ccccc1Cl)NC1(C(=O)NCCCN2CCOCC2)CCCCC1 ?
D2 agonist: -0.9; D1 antagonist: -21; TRHR agonist: -0.4; RXFP1 antagonist: 1; D1 PAM: -4; D1 ag: 3; D2 antagonist: 2; TRHR enhancer: -3; D2 PAM: 6

Results for Cc1cc(C)n2nc(CC#N)c(C#N)c2n1 ?
D2 agonist: -1.2; D1 antagonist: 9; TRHR agonist: 0.7; RXFP1 antagonist: -11; D1 PAM: 3; D1 ag: 4; D2 antagonist: -2; TRHR enhancer: -3; D2 PAM: 8

How did CCN(CC)C(=O)CSc1nnc(COc2ccccc2)n1N do in these assays?
D2 agonist: 0.9; D1 antagonist: 8; TRHR agonist: 0.8; RXFP1 antagonist: 5; D1 PAM: -1; D1 ag: 0; D2 antagonist: 13; TRHR enhancer: 0; D2 PAM: -6

(list continues)
What do the screens show for `Cc1ccc2[nH]c(=O)c(C3C(C#N)=C(N)Oc4c3ccc3cccnc43)cc2c1` (stereo unspecified)?
D2 agonist: -0.3; TRHR agonist: 0.0; RXFP1 antagonist: -5; D1 PAM: -2; D1 ag: 0; D2 antagonist: -27; TRHR enhancer: 2; D2 PAM: 6

Results for Cc1c(C)n2c(SCC(=O)N3CCCCC3)nnc2[nH]c1=O ?
D2 agonist: 0.2; D1 antagonist: -2; TRHR agonist: 0.0; RXFP1 antagonist: -5; D1 PAM: 21; D1 ag: 2; D2 antagonist: -6; TRHR enhancer: 3; D2 PAM: 16

What do the screens show for `COC(=O)c1cc2nc(-c3ccccc3)cc(C(F)(F)F)n2n1`?
D2 agonist: -0.2; D1 antagonist: -14; TRHR agonist: -0.5; RXFP1 antagonist: -3; D1 PAM: -1; D1 ag: -1; D2 antagonist: -2; TRHR enhancer: -4; D2 PAM: -25

How did COC(=O)c1cc(=O)n(Cc2ccc(F)cc2)c(=NCc2ccc(F)cc2)s1 do in these assays?
D2 agonist: 1.1; D1 antagonist: 7; TRHR agonist: 0.0; RXFP1 antagonist: 1; D1 PAM: 2; D1 ag: 2; D2 antagonist: -3; TRHR enhancer: 12

How did O=C(c1ccc(F)cc1)N(c1ccccn1)C1CCCCC1 do in these assays?
D1 antagonist: -8; TRHR agonist: -0.3; RXFP1 antagonist: 1; D1 PAM: -9; D1 ag: 4; TRHR enhancer: -9

What do the screens show for `O=C(NNC(=O)c1cnccc1C(F)(F)F)c1ccc(Cl)cc1`?
D2 agonist: 0.1; D1 antagonist: 6; TRHR agonist: 0.8; RXFP1 antagonist: 1; D1 PAM: -5; D1 ag: 2; D2 antagonist: 6; TRHR enhancer: -1; D2 PAM: -4

Results for Cn1c(CN2CCCC2)nc2cc(NC(=O)c3ccc(Cl)cc3)ccc21 ?
D2 agonist: -1.0; D1 antagonist: -11; TRHR agonist: -0.6; RXFP1 antagonist: -14; D1 PAM: -5; D1 ag: 4; D2 antagonist: 9; TRHR enhancer: -1; D2 PAM: -5

What do the screens show for `CN(C)c1ccc(/C=[N+](\[O-])C2N(c3ccccc3)C(=S)SC2(C)C)cc1` (stereo unspecified)?
D2 agonist: 0.5; D1 antagonist: -21; TRHR agonist: -0.2; RXFP1 antagonist: 12; D1 PAM: 0; D1 ag: 0; D2 antagonist: -8; TRHR enhancer: -2; D2 PAM: -4

What do the screens show for `CCOc1ccc(C(=O)NCc2ccccn2)cc1`?
D2 agonist: 0.5; D1 antagonist: 16; TRHR agonist: 0.0; RXFP1 antagonist: 14; D1 PAM: -6; D1 ag: 0; D2 antagonist: -4; TRHR enhancer: -6; D2 PAM: -5

What do the screens show for `CC1CCCCC12NC(=O)N(CC(=O)c1ccc[nH]1)C2=O` (stereo unspecified)?
D2 agonist: -1.3; D1 antagonist: -2; TRHR agonist: 0.2; RXFP1 antagonist: 1; D1 PAM: -5; D1 ag: 0; D2 antagonist: 15; TRHR enhancer: -9; D2 PAM: 5

What do the screens show for `CSCC[C@H](NC(=O)N1CCn2c1nc1ccccc12)C(=O)N[C@H](Cc1ccccc1)C(=O)O`?
D2 agonist: 0.1; D1 antagonist: 2; TRHR agonist: 0.3; D1 PAM: -4; D1 ag: 2; D2 antagonist: -4; TRHR enhancer: -1; D2 PAM: -7

Results for Fc1ccc2[nH]c3c(N4CCSCC4)ncnc3c2c1 ?
D2 agonist: 2.9; D1 antagonist: -30*; TRHR agonist: 7.2; D1 PAM: -7; D1 ag: 27; D2 antagonist: 17; TRHR enhancer: -5

What do the screens show for `COc1ccc(CNC(=O)C2COc3ccccc3O2)cc1` (stereo unspecified)?
D2 agonist: 1.3; D1 antagonist: 6; TRHR agonist: -0.7; RXFP1 antagonist: 4; D1 PAM: -10; D1 ag: -2; D2 antagonist: 3; TRHR enhancer: -8; D2 PAM: 21

What do the screens show for `CCOc1ccc(NC(=O)CN(C)C(=O)CC2OC(=O)c3ccccc32)cc1OCC` (stereo unspecified)?
D2 agonist: -0.3; D1 antagonist: 22; TRHR agonist: -0.1; RXFP1 antagonist: 2; D1 PAM: -9; D1 ag: 3; D2 antagonist: -5; TRHR enhancer: 30; D2 PAM: 3

What do the screens show for `COc1ccc(C2=NOC(C(=O)Nc3cc(C)on3)C2)cc1` (stereo unspecified)?
D2 agonist: -0.3; D1 antagonist: 9; TRHR agonist: -0.2; D1 ag: 4; D2 antagonist: 1; TRHR enhancer: 6; D2 PAM: 12

What do the screens show for `CCN(CC)S(=O)(=O)c1cccc(NC(=O)/C=C/c2ccc([N+](=O)[O-])cc2)c1`?
D2 agonist: -1.4; D1 antagonist: -12; TRHR agonist: 0.0; RXFP1 antagonist: -5; D1 PAM: -3; D1 ag: 5; D2 antagonist: 7; TRHR enhancer: -5; D2 PAM: -13

Results for COc1ccccc1-c1nc(SCC(=O)N2CCOCC2)n[nH]1 ?
D2 agonist: -0.5; D1 antagonist: -6; TRHR agonist: 1.5; RXFP1 antagonist: 1; D1 PAM: -3; D1 ag: 2; D2 antagonist: 2; TRHR enhancer: -1; D2 PAM: 14

Results for Fc1ccc(Nc2nnns2)cc1 ?
D2 agonist: 0.8; D1 antagonist: 5; TRHR agonist: 0.8; RXFP1 antagonist: 2; D1 PAM: 2; D1 ag: 0; D2 antagonist: -15; TRHR enhancer: 1; D2 PAM: 5
